Compound activity: PubChem BioAssay, Sanford-Burnham Center for Chemical Genomics
DNMT1 inh: inhibitors of human DNMT1. inhibition (reported as % activation of signal), % at 10 µM. DNMT1 molecular beacon, Hinp1I cleavage, fluorescence. AID 588458. 360,000 tested, 0.83% active. P26358; in the data active = inhibition above about 50%
SUMO1 PPI mod: SUMO1-SIM interaction modulation; 360,000 tested, 0.33% active; AID 602429; inhibition, % at 20 µM; SUMO1 binding to a labelled peptide, TR-FRET, 1 h; P63165; in the data active = inhibition above about 37%
Target sequence (P63165 whole entry, looked up): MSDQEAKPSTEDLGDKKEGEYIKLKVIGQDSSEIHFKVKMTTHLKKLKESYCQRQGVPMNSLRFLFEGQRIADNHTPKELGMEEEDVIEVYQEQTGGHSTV
STEP block: inhibitors of human striatal-enriched phosphatase STEP. 360,000 tested, 0.25% active. P54829. inhibition, % at 20 µM. recombinant STEP, OMFP fluorogenic substrate, fluorescence;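 active = inhibition at 20 µM, scaled per plate between control wells, above about 37%, limit read from the data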;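 note: 0% = DMSO with enzyme and substrate and 100% = substrate only without enzyme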
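System: isolated STEP enzyme; schedule: 20 min enzyme reaction at room temperature, protected from light; medium: Bis-Tris buffer pH 6.0, 2.5 mM DTT, 0.005% Tween 20; signal: fluorescence, 480/540 nm; dosing: single compound dose of 20 µM, 1% DMSO final; also added: OMFP substrate, 25 µM final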
NadD inh: NadD (S. aureus) enzyme inhibition. purified NadD enzyme, colorimetric absorbance read-out. inhibition, % at 20 µM. 360,000 tested, 0.78% active. AID 602399; in the data active = inhibition above about 26%; note: some compounds past the cut are filed as inactive
Scp-1 inhibitor: inhibitors of human Scp-1 phosphatase. Q9GZU7. Recombinant Scp1, phosphopeptide, malachite green phosphate absorbance. inhibition, % at 20 µM. 340,000 tested, 0.88% active. AID 493091;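 active = inhibition above about 50% at 20 µM, limit read from the data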;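 note: plate controls were DMSO wells with enzyme for no effect and wells lacking enzyme for full effect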
Target sequence (Q9GZU7 76-261 limits assumed): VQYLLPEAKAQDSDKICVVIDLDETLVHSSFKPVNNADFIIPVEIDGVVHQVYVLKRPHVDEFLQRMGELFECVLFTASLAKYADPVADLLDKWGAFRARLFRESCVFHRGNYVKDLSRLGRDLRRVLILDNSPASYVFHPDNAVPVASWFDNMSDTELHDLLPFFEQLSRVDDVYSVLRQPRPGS
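Material – SCP-1 phosphatase catalytic domain, residues 76-261 · Buffer or medium – Acidic Tris acetate buffer with magnesium and detergent · Also added – Phospho 17-mer peptide substrate · Compound – single 20 µM dose, 1% DMSO · Times – 45 min room-temperature reaction, 5 min colour, 30 min stabiliser · Technique – Phosphate-binding colour reagent, absorbance read at 630 nm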
LMPTP inh: LMPTP (human) inhibition; recombinant LMPTP-A, OMFP fluorogenic substrate, fluorescence intensity; inhibition, % at 20 µM; 360,000 tested, 0.22% active; AID 651560;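 active = compounds that cut the enzyme signal by at least half of the control window in the single-dose screen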;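 note: plate controls were DMSO wells with enzyme plus substrate for no effect and substrate without enzyme for full effect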
Target sequence (P24666 whole entry, looked up): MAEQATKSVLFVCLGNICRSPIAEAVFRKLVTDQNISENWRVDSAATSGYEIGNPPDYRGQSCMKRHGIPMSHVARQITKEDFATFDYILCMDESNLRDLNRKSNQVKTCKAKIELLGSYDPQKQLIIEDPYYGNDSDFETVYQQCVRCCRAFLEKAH
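Test system – LMPTP-A phosphatase enzyme · Quantity – 0.625 nM LMPTP-A final · Reagent – OMFP substrate, 400 µM final · Dosing – one test concentration per compound, 20 µM, with 3% DMSO overall · Timing – 50 min enzyme reaction at room temperature, protected from light · Detection – fluorescence intensity · Controls – substrate-only low control, DMSO enzyme-plus-substrate high control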
NRP1-CendR mod: alters CendR peptide binding to human NRP-1 | O14786 | FAM-RPARPAR peptide binding to NRP-1, fluorescence polarization | inhibition, % at 25 µM | 360,000 tested, 0.85% active;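 active = inhibition or corrected inhibition above about 18%, plus a signal ratio from 0.5 to 1.5, limit read from the data, passing the limit was not always enough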; note: strong numbers were not always called active
SKN-1 inh: blocks SKN-1 activity in C. elegans; C. elegans VP596 Pgst-4::GFP/RFP ratio, acrylamide-induced, 24 h; inhibition, % at 21.8 µM; 360,000 tested, 0.49% active;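 active = interference check ratio from 0.5 to 1.5 plus GFP to RFP signal ratio inhibition reaching or exceeding a fixed threshold, cut at about 30% in these data, passing the limit was not always enough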; note: some compounds called inactive have numbers as strong as hits
Rpn11 inh: Rpn11 (human) deubiquitinase inhibition | O00487 | human 26S proteasome, Ub4-pepOG fluorescence polarization; 20S core pre-blocked with epoxomicin | calls only at 20 µM | 360,000 tested, 0.59% active;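 active = inhibition at 20 µM, scaled to each plate's controls, above about 33%, limit read from the data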
Target sequence (O00487 whole entry, looked up): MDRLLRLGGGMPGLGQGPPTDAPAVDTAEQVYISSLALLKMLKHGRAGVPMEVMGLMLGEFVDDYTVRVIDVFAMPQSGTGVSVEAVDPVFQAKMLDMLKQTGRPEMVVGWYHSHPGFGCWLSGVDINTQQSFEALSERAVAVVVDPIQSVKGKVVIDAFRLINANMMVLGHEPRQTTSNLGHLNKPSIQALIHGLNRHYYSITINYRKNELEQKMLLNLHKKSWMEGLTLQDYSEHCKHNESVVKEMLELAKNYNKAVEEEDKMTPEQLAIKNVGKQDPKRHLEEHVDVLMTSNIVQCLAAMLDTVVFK
MT1-MMP act inh: MT1-MMP (human) activation inhibition | P50281 | AID 651647 | GFP/RFP ratio change, % at 20 µM | HT1080 RFP-PRO-GFP cells, GFP/RFP ratio fluorescence, overnight; percent of plate control window, DMSO zero | 360,000 tested, 0.061% active;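 active = GFP/RFP ratio change of at least 30% with cell ATP level not reduced by more than half and red fluorescence within 50% of control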; note: strong numbers were not always called active
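Assay system: HT1080 RFP-PRO-GFP cells. Benchmarks: DMSO vehicle wells and RFP-L50D-GFP reporter cell wells. Times: overnight cell settling, then overnight compound exposure, 37 °C, 5% CO2. Compound: 20 µM single dose, 1% DMSO. Read-out basis: GFP/RFP fluorescence ratio.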
Starred values were filed as active, the others as inactive; i = inactive; . = no result given; + = active, no number.

SMILES	DNMT1 inh	SUMO1 PPI mod	STEP block	NadD inh	Scp-1 inhibitor	LMPTP inh	NRP1-CendR mod	SKN-1 inh	Rpn11 inh	MT1-MMP act inh
N/C(=N\OC(=O)COc1ccc(Br)cc1)c1cccc([N+](=O)[O-])c1	2	-2	2	6	-9	-0.6	3	-2	i	3
O=C(O)c1cccc(-n2cccc2/C=C2/NC(=O)N(Cc3ccccc3F)C2=O)c1	81*	-8	7	6	52*	5.5	-26	2	i	-1
O=C(CN(c1cc(Cl)ccc1Cl)S(=O)(=O)c1ccccc1)N1CCOCC1	1	2	-2	-2	-5	-0.1	12	18	i	-3
Cc1nc(NC(=O)CSc2nc(N)cc(N)n2)sc1C	3	2	1	2	-1	-0.3	14	3	i	2
CCCn1c(C)cc(/C=C(\C#N)C(=O)OCC(=O)Nc2ccc(OC)c(Cl)c2)c1C	-8	-8	1	5	-5	2.6	-13	-2	i	4
CN1C(=O)C(O)(C2OC(C)(C)CCC2=O)c2ccccc21 (stereo not drawn)	9	-19	0	1	-4	0.1	8	8	i	-2
C#CCN(C)CC/C=C1\c2ccccc2CSc2ccccc21	6	-1	-1	-7	3	0.3	-6	0	i	-3
COc1cc(NC(=O)C2=C(C)OCCS2)c(Cl)cc1C(=O)NCCN(C)C	1	4	-1	-6	4	-1.2	12	-16	i	0
CCOc1cc(NC(=O)CCl)c(OCC)cc1NC(C)=O	0	-5	12	3	-1	0.3	11	2	i	2
CC(C)Oc1cccc(C(=O)C2CCCN(C(=O)c3ccsc3)C2)c1 (stereo not drawn)	2	-1	-1	-8	-3	-1.8	5	-7	i	-2
CC(C)n1cnc2cc(NCc3nc4ccccc4n3C)ccc21	-1	-4	1	0	-4	0.4	2	5	i	5
O=C(CCCN1C(=O)CCC1=O)Nc1ccc(Cl)c(C(F)(F)F)c1	-1	-3	-6	1	-2	-0.5	6	17	i	0
Cc1nn(C)c(C(=O)Nc2ccc(Br)cc2F)c1Br	4	1	1	-4	-4	-0.9	18	-8	i	-1
Cc1ccc(-n2nnnc2-c2cnoc2-c2cccc(F)c2)cc1	2	1	0	-9	1	-0.5	4	-24	i	-3
Cc1oc(-c2cccs2)nc1CNC[C@H]1O[C@@H](n2cnc(C(N)=O)n2)[C@H](O)[C@@H]1O	5	0	-2	2	8	0.1	-3	-3	i	-1
COc1ccccc1NC(=O)Nc1nc(CC(=O)N2CCN(c3ccccc3F)CC2)cs1	-3	0	-1	9	5	1.1	0	-10	i	-1
COc1ccc(OCCn2ccnc2)cc1	1	0	-4	1	-11	-1.4	-7	-4	i	-4
COc1ccc(CN(C)CCCn2cnc3c(SC)ncnc32)cc1OC	2	-3	1	8	.	-1.2	-6	4	i	-1
O=C1C(=O)N(CCN2CCOCC2)C(c2ccc([N+](=O)[O-])cc2)/C1=C(/O)c1ccc2c(c1)OCO2 (stereo not drawn)	-1	-21	1	-3	2	-0.6	4	5	i	2
CCOC(=O)c1cc2ccccc2n1C1CCN(C)CC1	.	-6	.	0	.	-1.0	-16	11	.	0
CC(Sc1nc2ccccc2n1C)C(=O)Nc1ccc(N2CCOCC2)cc1 (stereo not drawn)	-2	-2	5	-7	2	0.7	8	5	i	1
O=C(CCn1nc(-c2ccccc2)c2ccccc2c1=O)NN1CCOCC1	-2	-5	-1	0	-1	-0.3	12	5	i	4
COc1ccc(CNC(=O)c2coc(=O)c3ccccc23)c(OC)c1	-1	-4	3	-5	-17	-1.6	-10	0	i	-4
CCOC(=O)c1ccc(S(=O)(=O)N2CCN(C(=O)c3ccccn3)CC2)cc1	8	27	-1	-5	-10	-1.2	-13	-8	i	3
COC(=O)c1ccc(NC(=S)NN2CCCCC2c2cccnc2)cc1 (stereo not drawn)	3	3	8	0	-8	-0.2	-10	2	i	10
O=C(O)/C=C/C(=O)Nc1ccccc1SC(F)(F)C(F)(F)C(F)(F)F	2	0	-2	-5	-1	-1.1	17	5	i	-7
Cc1csc(NC(=O)CSc2nnc(-c3cc(C)on3)o2)n1	7	8	0	-6	0	-1.4	1	4	i	1
COc1ccc(Cn2c(=O)[nH]c3cc(C(=O)NCCCN4CCCCCC4)ccc3c2=O)cc1	4	-34	1	25	-16	7.2	-7	-1	i	1
COc1ccc(C(C(=O)NC2CCCC2)n2c(CSCCOc3ccccc3)nc3ccccc32)cc1 (stereo not drawn)	.	2	.	.	.	2.3	-4	21	.	3
O=C(O)C=Cc1c[nH]c2nccnc12	0	-12	-2	3	.	-1.6	0	13	i	-10
COCCN1CCN(C(=O)C2CCC(=O)N(Cc3ccccc3OC)C2)CC1 (stereo not drawn)	0	-1	-1	4	-2	0.9	4	-5	i	-1
CCOC(=O)C(=CNc1nc(-c2ccccc2)c(C(=O)Nc2ccc(-c3ccccc3)cc2)s1)C(=O)OCC	7	5	0	15	-1	-1.4	-3	4	i	-1
CC(C)(C)OC(=O)C[C@H]1C/C=C\C[C@@H](CC(=O)N(CCO)Cc2ccccc2)C(=O)N[C@H](C(C)(C)C)COC1=O	1	-2	-1	-1	-5	1.2	1	-6	i	-5
COc1cccc(C2Cc3ccccc3C(=O)O2)c1 (stereo not drawn)	2	0	-1	-2	-11	-3.7	18	19	i	-3
Cc1ccc(C(=O)N[C@H](C(=O)OCC(=O)NC2CCS(=O)(=O)C2)C(C)C)cc1 (stereo partly drawn)	4	-2	1	-2	-5	-1.3	-10	4	i	2
NC(=O)NC(CC(=O)OCC(=O)Nc1nnc(-c2ccccc2)o1)c1ccc(Cl)cc1 (stereo not drawn)	6	7	0	6	.	-2.1	-9	3	i	-3
CC1CCN(S(=O)(=O)c2ccc3[nH]c(=O)cc(C(=O)O)c3c2)CC1	-2	4	-1	3	0	-2.2	11	0	i	1
COC(=O)c1c(NC(=O)c2cccnc2)sc(C(=O)N(C)C)c1C	3	1	-1	-1	-3	-1.3	-12	8	i	1
CC1(C)CC(=O)c2cnc(NC(=O)CSC(=S)N3CCCCC3)nc2C1	1	-2	-2	0	-9	-0.5	10	-3	i	-1
COc1ccc(/C=C2\C(=O)NC(=S)N2C(=O)c2ccc(F)cc2)cc1	-4	9	1	17	24	18	-140	13	+	-195
O=C(NC1CCCN(Cc2ccc(Cl)cc2)C1)c1c(F)cccc1F (stereo not drawn)	2	4	-1	-2	-5	0.4	0	10	i	1
CCN(CC)S(=O)(=O)c1cccc(C(=O)Nc2nnc(C)s2)c1	-1	0	-2	5	-7	-0.9	-2	6	i	1
CC(=O)CCC(=O)NC1CCCc2c1cnn2-c1ccc(C(C)(C)C)cc1 (stereo not drawn)	2	3	-2	2	-7	-2.2	14	0	i	2
Cn1c(=O)cc(OCCCC(=O)Nc2cccc(Cl)c2)c2ccccc21	1	2	1	-10	.	1.8	-8	10	i	17
COC(=O)CCCCCCCCC(O)C[N+]1(C)CCOCC1 (stereo not drawn)	-2	0	0	12	22	-0.9	11	19	i	-3
O=C(Nc1ccccc1N1CCN(c2ccc(F)cc2)CC1)C12CC3CC(CC(C3)C1)C2	-2	-3	6	9	-1	4.7	14	13	i	-11
CCCCn1c(=O)c2c(nc3n2CCCN3Cc2ccccc2)n(C)c1=O	-2	6	3	-7	-6	1.3	3	-2	i	5
COC(=O)/C=C/C(=O)N1CCN(c2ccccc2C)CC1	0	-2	3	0	-5	-2.8	-3	2	i	-2

A run of entries of the results above, as a working copy:
SMILES	DNMT1 inh	SUMO1 PPI mod	STEP block	NadD inh	Scp-1 inhibitor	LMPTP inh	NRP1-CendR mod	SKN-1 inh	Rpn11 inh	MT1-MMP act inh
CC1CCN(S(=O)(=O)c2ccc3[nH]c(=O)cc(C(=O)O)c3c2)CC1	-2	4	-1	3	0	-2.2	11	0	i	1
COC(=O)c1c(NC(=O)c2cccnc2)sc(C(=O)N(C)C)c1C	3	1	-1	-1	-3	-1.3	-12	8	i	1

In the list so far, these have an NH in an aromatic ring.
SMILES	DNMT1 inh	SUMO1 PPI mod	STEP block	NadD inh	Scp-1 inhibitor	LMPTP inh	NRP1-CendR mod	SKN-1 inh	Rpn11 inh	MT1-MMP act inh
COc1ccc(Cn2c(=O)[nH]c3cc(C(=O)NCCCN4CCCCCC4)ccc3c2=O)cc1	4	-34	1	25	-16	7.2	-7	-1	i	1
O=C(O)C=Cc1c[nH]c2nccnc12	0	-12	-2	3	.	-1.6	0	13	i	-10
CC1CCN(S(=O)(=O)c2ccc3[nH]c(=O)cc(C(=O)O)c3c2)CC1	-2	4	-1	3	0	-2.2	11	0	i	1

Further entries:
SMILES	DNMT1 inh	SUMO1 PPI mod	STEP block	NadD inh	Scp-1 inhibitor	LMPTP inh	NRP1-CendR mod	SKN-1 inh	Rpn11 inh	MT1-MMP act inh
CCC(=O)Nc1ccccc1Nc1cc(C#N)c(C#N)cc1[N+](=O)[O-]	2	-8	-1	2	-7	12	-2	1	i	20
COc1ccc(Cn2c(C3CC3)nc3ccc(NC(C)=O)cc3c2=O)cc1	-6	9	0	1	-5	0.4	0	10	i	-4
CC(C)CC(=O)NNC(=O)C(C)C	4	-3	-3	2	-6	0.9	0	-5	i	-2
COc1ccc(N(CC(=O)NCCSC2CCCCC2)S(=O)(=O)c2ccccc2)c(OC)c1	3	12	0	-8	.	1.6	-3	-14	i	-2
CCN(CC)S(=O)(=O)c1cccc(NC(=O)Nc2cccc(C(F)(F)F)c2)c1	-24	8	-1	0	-13	4.9	-2	2	i	-19
COc1cc(CN2CC(=O)N(c3cccc(Cl)c3C)C2=S)cc(OC)c1OC	-7	-5	-5	-8	-23	1.8	4	13	i	-6
Cc1ccc(S(=O)(=O)NC(C)C(=O)Nc2ccccc2C(=O)N2CCCC2)cc1 (stereo not drawn)	3	8	-1	-3	-4	-1.5	-1	-2	i	0
CC(=O)Nc1nc(C(=O)Nc2c(C)n[nH]c2C)cs1	-1	0	0	-5	-8	-0.5	0	-3	i	1
CCOc1ncccc1C(=O)N1CCN(S(=O)(=O)c2ccc3c(c2)OCCO3)CC1	3	1	-1	4	-1	-1.8	8	-8	i	-2
COc1ccc(C(=O)O)cc1S(=O)(=O)NCc1cccnc1	2	4	-2	0	-10	0.4	-10	-3	i	0
Cc1[nH]c2ccccc2c1/C=C/c1nc2ccccc2c(=O)[nH]1	-6	36	5	8	-2	3.0	-12	2	i	-3
COc1ccccc1NC(=O)CSC(N)=O	-1	-4	0	1	-15	-3.5	6	1	i	1
CC(=O)NS(=O)(=O)c1ccc(NC(=O)/C=C/c2ccccc2)cc1	3	3	12	0	-6	-0.8	12	11	i	5
CC1(C(=O)NC2CCN(Cc3ccccc3)CC2)CCN1Cc1ccc(OC(F)(F)F)cc1 (stereo not drawn)	-3	0	1	-2	.	-1.5	-12	6	i	3
